STK33 inh = inhibitors of purified STK33 kinase, primary screen, biochemical, ADP-Glo luminescence, homogeneous, cell-free; MBP phosphorylation; inhibition, % at 10 µM; hit rate 0.073% among 320,000; AID 2661, 2010;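 active = inhibition at or above 25%, using the most active replicate where run in duplicate; inactive = inhibition below 25%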
Target sequence (Q9BYT3 whole entry, looked up): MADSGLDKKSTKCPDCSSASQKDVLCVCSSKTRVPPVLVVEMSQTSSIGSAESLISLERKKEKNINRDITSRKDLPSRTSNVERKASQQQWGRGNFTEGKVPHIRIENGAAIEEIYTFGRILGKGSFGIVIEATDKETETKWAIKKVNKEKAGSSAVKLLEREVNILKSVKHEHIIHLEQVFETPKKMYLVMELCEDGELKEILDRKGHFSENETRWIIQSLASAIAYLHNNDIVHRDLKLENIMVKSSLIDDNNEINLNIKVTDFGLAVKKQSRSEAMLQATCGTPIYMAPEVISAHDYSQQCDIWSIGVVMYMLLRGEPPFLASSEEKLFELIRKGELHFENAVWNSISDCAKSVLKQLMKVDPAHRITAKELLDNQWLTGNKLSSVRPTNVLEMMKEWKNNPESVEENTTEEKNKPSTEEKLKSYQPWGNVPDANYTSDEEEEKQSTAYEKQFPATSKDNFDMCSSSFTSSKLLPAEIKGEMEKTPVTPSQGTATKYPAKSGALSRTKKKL
Kir21 inh = inhibitors of mouse Kir2.1 inward-rectifier potassium channel. HEK293-Kir2.1, FluxOR thallium flux fluorescence; hits give low values. Inward rectifier potassium channel 2 (Mus musculus), P35561. AID 1672, 2009. B-score at 10 µM. hit rate 0.85% among 310,000;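 active = fluorescence ratio B-score at or below minus 3 SD of library scores, with starting-brightness B-score within 2 SD, cut at about -4.2 in these data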;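 note: channel flux triggered by added potassium and thallium sulfate stimulus; B-score of peak minus minimum fluorescence over baseline after thallium stimulus; more negative B-score means stronger Kir2.1 block with less thallium influx; some compounds called inactive have numbers as strong as hits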
Target sequence (P35561 whole entry, looked up): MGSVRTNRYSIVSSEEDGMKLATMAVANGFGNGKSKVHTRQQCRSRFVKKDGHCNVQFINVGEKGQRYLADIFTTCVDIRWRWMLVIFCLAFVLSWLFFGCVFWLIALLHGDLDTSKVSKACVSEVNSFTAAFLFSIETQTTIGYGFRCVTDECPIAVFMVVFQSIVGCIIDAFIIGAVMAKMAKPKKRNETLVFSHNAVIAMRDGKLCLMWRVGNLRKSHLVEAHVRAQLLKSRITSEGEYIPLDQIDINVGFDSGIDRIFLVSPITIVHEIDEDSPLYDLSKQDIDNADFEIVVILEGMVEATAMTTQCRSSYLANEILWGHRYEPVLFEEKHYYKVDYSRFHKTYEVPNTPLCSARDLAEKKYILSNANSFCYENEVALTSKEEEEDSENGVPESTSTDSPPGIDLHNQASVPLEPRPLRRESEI
Numbers without * were called inactive; . = not tested or not shown.

SMILES	STK33 inh	Kir21 inh
COP(=O)(OC)C(Nc1ccc([N+](=O)[O-])cc1)c1ccccc1 (stereo not given)	-0.7	1.96
Cc1ccc(CCNC(=O)c2nnn(-c3cccc(C)c3)c2N)cc1	1.0	-0.11
C=CCOc1cccc(C(=O)N(C)C2CCCN(Cc3ccccc3F)C2)c1 (stereo not given)	-0.2	-0.13
C=CCNC(=S)NNC(=O)C(CCCC)CC(C)O (stereo not given)	-2.0	0.03
CC(c1ccc(F)cc1)n1cc(S(=O)(=O)N2CCCC2)ccc1=O (stereo not given)	-1.4	.
CCOC(=O)N1CCC(N(CCOC)C(=O)Nc2ccc(C)c(C)c2)CC1	-0.1	-1.41
CCOc1ccc(/C=C2/C(=O)N(c3ccc(OC)cc3)C(=S)N2CC(=O)OC)cc1OCC	-0.4	-0.17
O=C1CC(c2ccco2)CC2=C1C1c3ccccc3C(=O)N1c1ccccc1N2 (stereo not given)	1.5	0.34
Cc1ccc(C(=O)Nc2ncccc2O)cc1S(=O)(=O)N1CCCCC1	0.0	-0.3
CN1C(=O)C2(c3ccccc31)C1CCCC=C1C(C#N)=C(N)C2(C#N)C#N (stereo not given)	1.9	.
O=C1C2CCCCN2C(=O)N1CCCCN1CCN(c2cccc(Cl)c2)CC1 (stereo not given)	0.6	0.78
CCC(=O)Nc1ccc2nc(C3CC3)n(Cc3ccccc3)c(=O)c2c1	-0.9	0.09

Single entries from the results shown:
STK33 inh result of COP(=O)(OC)C(Nc1ccc([N+](=O)[O-])cc1)c1ccccc1 (stereo not given) is entered as -0.7
STK33 inh result of Cc1ccc(C(=O)Nc2ncccc2O)cc1S(=O)(=O)N1CCCCC1 is entered as 0.0

Further entries
SMILES	STK33 inh	Kir21 inh
O=C(c1ccc(-c2ccccc2)cc1)C1CCCN(Cc2ccncc2)C1 (stereo not given)	-0.4	0.02
O=C(NCc1ccccn1)C1CCC(CNS(=O)(=O)c2cccc3nsnc23)CC1 (stereo not given)	1.7	0.53
OC(CNCc1ccccc1)COc1ccccc1 (stereo not given)	-0.8	0.09
COc1ccccc1N1CCN(C(=O)c2sc3ncnc(N4CCN(c5ccccn5)CC4)c3c2C)CC1	-0.6	0.23
COc1ccccc1/C=C/C(=O)NCCc1ccccn1	-0.3	-0.01
CCCC(=O)Nc1cc(S(=O)(=O)N(CC)CC)ccc1Cl	-0.6	0.41
O=C(NCCc1ccccc1)C1c2ccccc2C(=O)N1Cc1cccs1 (stereo not given)	0.2	-0.3
COc1ccc(-n2c(SCC3OCCO3)nc3c(sc(=S)n3-c3ccccc3)c2=O)cc1OC	-0.2	0.17
CCOC(=O)c1sc2ncnc(N3CCN(c4ccc(OC)cc4)CC3)c2c1C	-1.2	-2.02
CC(C)(C)Nc1nc(Nc2ccc([N+](=O)[O-])cc2)nc(NC(C)(C)C)n1	-1.3	-0.55
Cc1ccc(S(=O)(=O)N(C)C)cc1-n1c(SCC(=O)N(C)C)nc2ccccc2c1=O	-1.0	1.97
Cc1ccc(Cl)cc1NC(=O)Nn1cnnc1	-0.4	1.77
N#Cc1ccccc1OCC(=O)OCC(=O)NCc1ccc2c(c1)OCO2	-0.6	.
O=C(CSc1ncn[nH]1)CSc1ncn[nH]1	-1.5	-0.98
Cc1cccc(NC(=O)C2C3CCC4C(CCC32)C4(Cl)Cl)c1 (stereo not given)	-1.4	-0.04
COc1ccc(-c2nnc3sc(CCN4C(=O)c5ccccc5C4=O)nn23)cc1	1.5	1.42
O=C(CCc1nc(-c2ccccc2)no1)N1CCCC1	0.0	-2.17
CS(=O)(=O)c1ccc2nc(NC(=O)c3ccc(NS(=O)(=O)c4cccc([N+](=O)[O-])c4)cc3)sc2c1	1.1	1.51
Cc1ccc(-c2nc3ccccc3c(=O)n2NC(=S)N(C)C)cc1	-0.1	-1.61
COc1cccc2c1C(CO)N1C(C#N)C3CC(C(=O)O)C(C1C2)N3C (stereo not given)	-0.5	.
O=c1[nH]c2ccccc2cc1CN(Cc1ccco1)S(=O)(=O)c1ccc(F)cc1	1.1	0.05
CN(C1CCCCC1)S(=O)(=O)c1ccc2c(c1)c(=O)c(C(=O)NCCCN1CCCC1)cn2C	-1.4	-0.02
COc1ccc(N/C(=N\c2nc(C)cc(C)n2)NC(=O)C(C)C)cc1OC	-1.0	-0.63
O=C(N1CCN(S(=O)(=O)c2ccc(Cl)cc2)CC1)n1ccnc1	0.4	.
Cc1cccc(CCNS(=O)(=O)c2ccc3c(c2)oc(=O)n3C)c1	-2.6	1.2
CCC(C)C(=O)Nc1ccc(S(=O)(=O)N2CCCC2)cc1 (stereo not given)	-3.5	-0.14
CC(C)(C)c1ccc(NC(=O)COC(=O)CCN2C(=O)c3cccc([N+](=O)[O-])c3C2=O)cc1	1.0	-0.06
O=C(O)CCC(NC(=O)C1CCCN1C(=O)OCc1ccccc1)C(=O)O (stereo not given)	3.6	1.97
Cc1ccc(OC(C)C(=O)Nc2ccncc2)cc1 (stereo not given)	-0.6	0.02
C=CCn1c2ccccc2c2nnc(SC(CC)C(=O)Nc3sc4c(c3C#N)CCCC4)nc21 (stereo not given)	0.4	-2.46
Cc1cc(=O)c2c([nH]1)c(C)cc1[nH]c(C)c(C)c12	-0.2	.
Cc1ccc(/C=C/C(=O)NC(C)c2ccccc2)cc1 (stereo not given)	2.0	1.1
COc1ccc(S(=O)(=O)c2c(O)c3ccc(C(=O)Nc4cccc(F)c4)cc3[nH]c2=O)cc1	3.9	0.81
Cn1cc(/C=N/NC(=O)c2ccccc2O)c2ccccc21	-0.3	-0.45
CN(Cc1nc(CCc2ccccc2)no1)Cc1cccs1	0.7	-0.53
C[C@H](Cc1ccccc1)Nc1ncnc2c1ncn2[C@@H]1O[C@H](CO)[C@@H](O)[C@H]1O	0.1	.

In the list so far, these contain a COOH group:
SMILES	STK33 inh	Kir21 inh
COc1cccc2c1C(CO)N1C(C#N)C3CC(C(=O)O)C(C1C2)N3C (stereo not given)	-0.5	.
O=C(O)CCC(NC(=O)C1CCCN1C(=O)OCc1ccccc1)C(=O)O (stereo not given)	3.6	1.97

Next section:
SMILES	STK33 inh	Kir21 inh
Cc1sc2ncnc(SCC(=O)N3CCCC(C(N)=O)C3)c2c1C (stereo not given)	-2.3	2.76
O=C1c2ccccc2C(Nc2ccc3nc(-c4cccnc4)[nH]c3c2)N1Cc1ccco1 (stereo not given)	-0.1	0.14
CCOC(=O)CN(C(=O)CSc1nnc(Cc2ccccc2)n1-c1ccc(C)cc1)c1ccccc1	0.1	-2.45
O=C1CCC/C(=N\NC(=O)c2ccc(COc3ccccc3-c3ccccc3)cc2)C1	.	-0.25
CCOc1ccc(NC(=O)CNc2cccc(S(=O)(=O)N3CCCCCC3)c2)cc1OCC	-0.1	.
COc1ccc(NC(=O)C(CC(=O)O)Cc2ccccc2)cc1 (stereo not given)	-0.6	2.15
Cc1cc(C(c2nnnn2Cc2ccccc2)N2CCOCC2)c(C)n1-c1ccc2c(c1)OCO2 (stereo not given)	0.0	0
O=c1[nH][nH]c2ccccc2c1=O	-0.4	-0.01
Clc1cccc(CN2C3=NCCCN3c3ccccc32)c1	-2.3	-0.06
Cc1cnc(=O)[nH]c1SCc1ccccc1F	0.7	-1.37
CC(C)C(NC(=O)c1ccco1)C(=O)NCc1ccc(C(=O)O)cc1 (stereo not given)	-1.6	0.97
CCS(=O)(=O)Nc1c(C(=O)OC)[nH]c2ccccc12	-0.3	1.94
O=C(Nc1ccc(F)cc1F)c1ccc2ncsc2c1	-0.5	-1.8
CN(C(=O)CO/N=C/c1ccc(Cl)cc1)c1ccccc1	0.8	2.62
COC(=O)CSc1nnc(CNS(=O)(=O)c2ccc(C)cc2)n1C	0.5	-1.24
COc1cccc(NC(=S)N(CCCN2CCOCC2)C(C)c2cc3cccc(OC)c3o2)c1 (stereo not given)	-0.1	1.38
CC1Cc2ccccc2N1C(=O)Cn1c(=O)oc2cc(S(=O)(=O)NC3CCCC3)ccc21 (stereo not given)	-0.7	0
Cc1ccc(NC(=O)c2cc(NC(=O)CCC(=O)O)ccc2N2CCCCC2)cc1	1.5	1.16
CCOc1cc(C(=O)N/N=C/C(Br)=C/c2ccccc2)cc(OCC)c1OCC	-0.2	1.84
CCSc1nc2sc3c(c2c(=O)[nH]1)CC(C)(C)OC3	-0.8	1.52
O=C(c1ccc(NS(=O)(=O)c2ccc(F)cc2)cc1)N1CCN(c2ccccc2O)CC1	0.3	-0.09
COC(=O)c1ccc(NC(=O)CCOc2ccccc2)cc1	-2.0	0.61
CCOC(=O)c1c(N)sc(=S)c2c1CCC2	-0.2	0.07
CCOC(=O)C1CCCN(C(=O)c2cc(-c3ccccc3)nc3ccccc23)C1 (stereo not given)	-0.9	1.18

Compound profiles, as listed above:
Listed for Cc1ccc(NC(=O)c2cc(NC(=O)CCC(=O)O)ccc2N2CCCCC2)cc1 → STK33 inh = 1.5; Kir21 inh = 1.16
Listed for CCOc1cc(C(=O)N/N=C/C(Br)=C/c2ccccc2)cc(OCC)c1OCC → STK33 inh = -0.2; Kir21 inh = 1.84
Listed for O=C(c1ccc(NS(=O)(=O)c2ccc(F)cc2)cc1)N1CCN(c2ccccc2O)CC1 → STK33 inh = 0.3; Kir21 inh = -0.09

(more compounds)
SMILES	STK33 inh	Kir21 inh
CCc1nc(SCC(=O)NCCc2ccccc2)n[nH]1	0.3	0.29
N#Cc1ccccc1NC(=O)CSc1n[nH]c(=O)n1C1CC1	-0.4	.
COc1ccc(C)cc1-n1nnnc1SCC(=O)c1cc(C)n(Cc2ccco2)c1C	-0.3	-0.03
COc1cc(CNCCc2ccc(S(N)(=O)=O)cc2)ccc1OCC(=O)NC(C)(C)C	-1.5	0.43
COc1cccc(N(CC(=O)N2CCc3ccccc3C2)S(C)(=O)=O)c1	-0.1	-0.22
CC1Cc2ccccc2N1C(=O)CN(C)CC(=O)Nc1ccc(OC(F)(F)F)cc1 (stereo not given)	-1.6	.
Cc1cccc2cc(C(c3nnnn3CC3CCCO3)N3CCCc4ccccc43)c(=O)[nH]c12 (stereo not given)	-0.4	1.03
COc1ccc(-c2cc(C(=O)NC3CCCC3)no2)cc1OC	-0.3	0.12
Nc1c(C(=O)NCc2ccc(Cl)cc2)sc2nc3c(c(C(F)(F)F)c12)CCC3	-2.3	-1.4
CC(C)(C)C(=O)N1CCN(c2ccc(NC(=O)c3ccco3)cc2)CC1	2.3	0.59
CCn1c2ccccc2c2cc(C#N)c(N)nc21	-3.5	2.12
CN(CCC#N)CC(=O)Nc1ccc(S(N)(=O)=O)cc1	-1.7	-0.53
O=C(CC(=O)N/N=C\c1ccc(F)cc1)NCCc1ccccc1	-0.3	-0.08
O=C(CCN1CCN(S(=O)(=O)c2ccc(Br)cc2)CC1)Nc1ccccc1F	-1.0	-0.76
CCn1c(SCC(=O)OC)nnc1C1CCCCC1	-1.6	-1.1
CC(Nc1nc(-c2ccc(F)cc2)cs1)c1nc2cc(Cl)c(N3CCCCC3)cc2n1CCCO (stereo not given)	-0.6	1.12
O=C1c2cc3ccccc3c(-c3ccccc3)c2C(=O)N1c1ccccn1	-0.1	0.46
COCCCNC(=O)c1ccc(NS(C)(=O)=O)cc1	-1.2	-4.18
COc1ccc(NC(=O)CN(c2cccc(F)c2)S(C)(=O)=O)cc1OC	-1.4	-0.43
Cc1nnc(SCc2cc(=O)[nH]c(/N=C(\N)Nc3ccccc3)n2)s1	-3.2	-0.05
CCc1nnc(NC(=O)c2ccc(-c3ccc(F)cc3)o2)s1	-1.0	1.06
Cc1ccc(S(=O)(=O)N(C)C)cc1NC(=S)N1CCc2ccccc21	-0.9	1.07
CC(C)c1nc(SCC(=O)NCC2CCCO2)c2c(=O)n(C)c(=O)n(C)c2n1 (stereo not given)	0.0	-0.79
COC(=O)c1ccc(NC(=O)CSc2nnc(-c3ccccc3)n2C)cc1	-0.8	.

Reformatted with values under each structure: entries from further up
Under each structure – STK33 inh | Kir21 inh
COCCCNC(=O)c1ccc(NS(C)(=O)=O)cc1
    -1.2 | -4.18
CC(Nc1nc(-c2ccc(F)cc2)cs1)c1nc2cc(Cl)c(N3CCCCC3)cc2n1CCCO (stereo not given)
    -0.6 | 1.12
O=C(CC(=O)N/N=C\c1ccc(F)cc1)NCCc1ccccc1
    -0.3 | -0.08

Next compounds follow:
SMILES	STK33 inh	Kir21 inh
CC1CCCN(c2oc(-c3cccc4ccccc34)nc2C#N)C1 (stereo not given)	-0.2	0.82
O=[N+]([O-])c1cnn(-c2nc(-c3cccs3)cc(C(F)(F)F)n2)c1	-4.1	0.7
CCn1nc(NC(=O)c2ccncc2)c2cc3cc(C)ccc3nc21	0.6	0.03
CCN(CC)CCn1c2c(c(SCC(=O)Nc3cccc4ccccc34)nc1=O)CCCC2	-1.3	0.59
CC1C=CCC2C(=O)N(c3cc(Cl)ccc3O)C(=O)C12 (stereo not given)	-0.6	0.65
O=C(N=C1SC2CS(=O)(=O)CC2N1Cc1ccccc1)C1CCCCC1 (stereo not given)	-1.6	-0.11
Cn1cnnc1Sc1ccc(C(F)(F)F)cc1[N+](=O)[O-]	-1.4	-1.91
CCOc1cccc(CNCc2ccc(C(=O)O)cc2)c1	-0.7	-1.04
CN(C)S(=O)(=O)c1ccc(C(=O)NNC(=O)C2COc3ccccc3O2)cc1 (stereo not given)	0.8	-0.01
Cc1ccc(NC(=O)CCC(=O)OCc2ccc(Br)cc2)cc1	-0.6	-2.51
COc1cc(SC)ccc1C(=O)Nc1c(Cl)cncc1Cl	1.2	0.24
CC(C)(C)N(Cc1ccccc1)C(=O)COC(=O)c1ccc(N2CCCC2=O)cc1	-0.2	.
CCOc1ccc(S(=O)(=O)Nc2ccccc2C(=O)N/N=C/c2c(OC)ccc3ccccc23)cc1	-2.3	-0.05

Bioassay records: PubChem BioAssay, several laboratories
